# Compound activity deposited in PubChem BioAssay by National Center for Advancing Translational Sciences (NCATS).
# A549 tox: counter-screen for Nrf2 inhibitors: cytotoxicity in A549 cells; A549 ARE-Fluc cells, CellTiter-Fluor viability, 18-24 h; Potency, µM (highest dose often 46 µM), without a hit: top-dose activity change, negative = cytotoxicity, actives largely listed as inhibitors; 390,000 tested, 0.16% active; AID 504648; also: potency is read from the fitted curve at half-maximal effect; % is scaled to controls: 0 for no effect and ±100 for the full control effect
#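 A549 ARE_Fluc cells in 5% FBS OPTI-MEM were exposed to compounds in concentration-response for 18-24 h at 37 deg C. Viability was read by CellTiter-Fluor fluorescence (Ex 405/Em 525) after 30 min, before the luciferase read.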
# ATXN viability: viability counter-screen for ATXN expression inhibitors; Potency, µM (series often up to 56.7 µM), actives largely listed as cytotoxic; AID 651635; 400,000 tested, 0.49% active; S2 cells (HEK-293 line with an ATXN2-luciferase reporter) viability, CellTiter-Fluor protease fluorescence, 24 h; also: potency is read from the fitted curve at half-maximal effect; nearly all actives have a fitted effect of over 40% in size
# Nrf2 inh: inhibitors of Nrf2 signaling; A549 ARE-Fluc reporter, luciferase luminescence, 18-24 h; 360,000 tested, 2.1% active; AID 504444; Potency, µM (top dose mostly 46 µM), without a hit: top-dose activity change, negative = inhibition, most hits filed as inhibitors; also: potency is read from the fitted curve at half-maximal effect; % is scaled to controls: 0 for no effect and ±100 for the full control effect; nearly all actives have a fitted effect of over 60% in size
#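 A549 ARE_Fluc cells (5000/well, 5% FBS OPTI-MEM) pre-incubated 2 h, then treated with compounds 18-24 h at 37C/5% CO2 in concentration-response. CellTiter-Fluor viability read first; BugLite luciferase luminescence after 15 min at room temperature gives Nrf2 activity.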
# MCF10A rerep: DNA re-replication induction in MCF 10a cells | Potency, µM (top dose mostly 46.1 µM), inactives show at the highest dose activity, positive = re-replication, usual class: activators | 350,000 tested, 2.9% active | MCF 10A DNA re-replication, Hoechst nuclear intensity, 48 h | AID 624296; also: potency is read from the fitted curve at half-maximal effect; % of control where 0% means no effect; nearly all actives have a fitted effect of over 50% in size
# Nrf2 activator: activators of Nrf2 (ARE) signaling. 410,000 tested, 0.31% active. AID 624171. Potency, µM (top dose mostly 46.1 µM), without a hit: at the highest dose activation, most hits filed as activators. AREc32 ARE-luciferase reporter (MCF7-derived line), luminescence, 24 h; also: potency is read from the fitted curve at half-maximal effect; % of control where 0% means no effect; nearly all actives have a fitted effect of over 65% in size
#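 AREc32 cells carrying an ARE-driven firefly luciferase, 1000 cells/well in OPTI-MEM with 5% FBS, dosed after overnight attachment and incubated 24 hr at 37 deg C. Steady-Glo luminescence read after 30 min at RT.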
# ATXN2 expr inh: ATXN2 expression inhibition; HEK-293 ATXN2-luciferase reporter, luminescence, 24 h; Potency, µM (series often up to 57 µM), for inactives: at the highest dose activity change, negative = inhibition, hits mostly inhibitors; 360,000 tested, 0.72% active; also: potency is read from the fitted curve at half-maximal effect; % is scaled to controls: 0 for no effect and ±100 for the full control effect; nearly all actives have a fitted effect of over 55% in size
#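 qHTS (up to 57 uM final) was run with 24 h compound exposure of reporter cells at 37 °C. Each well was multiplexed: SteadyGlo luminescence measured ATXN2-luciferase expression after a fluorogenic Gly-Phe-AFC viability readout (25 uM final).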
# TGFb inhibitor: inhibitors of TGF-b signaling | HepG2 CAGA-GFP TGF-b/SMAD3 reporter, GFP fluorescence, 18 h; TGF-beta stimulated, 500 pg/mL final | Potency, µM (top dose mostly 46.1 µM), for inactives: at the highest dose activity, negative = inhibition, hits mostly inhibitors | 410,000 tested, 1.2% active; also: potency is read from the fitted curve at half-maximal effect; % is scaled to controls: 0 for no effect and ±100 for the full control effect; nearly all actives have a fitted effect of over 65% in size
#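 Inhibition was scored as loss of TGF-beta-induced (500 pg/mL final, 18 hours, 37 degrees C) GFP in HEPG2 cells carrying a CAGA-GFP reporter, in DMEM with 1% FBS. Well GFP was summed per cell; Activity was normalised to unstimulated and stimulated DMSO wells, then concentration-response fitting.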
# HepG2 viability: kills HepG2 cells in TGF-b inhibitor counter-screen; 410,000 tested, 0.76% active; AID 588856; Potency, µM (top dose mostly 46.1 µM), for the others: at the highest dose activity change, negative = cytotoxicity, most hits filed as cytotoxic; HepG2 CAGA-GFP viability, ATP luminescence, 18 h; also: potency is read from the fitted curve at half-maximal effect; some results filed as inactive show a strong effect at the top dose
#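 HepG2 CAGA-GFP cells (1000/well, DMEM with 1% FBS) received compound, then TGF-beta at 500 pg/mL final, and were incubated 18 hours at 37 degrees C. Viability was read by CellTiter-Glo luminescence. Media-only wells were set as complete cell-killing and DMSO as no toxicity.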
# IL-1B inflam inh: inhibitors of inflammasome signaling (IL-1 beta secretion); THP-1 LPS/ATP IL-1B secretion, AlphaLISA, 16 h; stronger effect = lower value; activity change, % at 57.5 µM; 360,000 tested, 4.7% active; in the data active = activity change below about -50%; inconclusive = mostly about -30% to -49%; also: % is scaled to controls: 0 for no effect and ±100 for the full control effect
#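 Secreted IL-1B measured by AlphaLISA bead assay after 16 h compound exposure of THP-1 cells; compounds (final up to 57.5 uM) added 1 h before LPS (250 ng/mL) and ATP (1.25 mM) stimulation; lower signal means less secretion.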
# The depositor's hits bear a star; i = inactive; ? = inconclusive; . = no result given; [ ] = another dose, or the depositor's remark. Unless noted, calls follow the shape of the dose curve; as a rule, active = well fitted curve in the direction sought with a large enough effect; inconclusive = small, poorly fitted or top-dose-only effect, or another doubt; inactive = no such curve, though single readings can be large; an effect the other way counts as inactive or inconclusive.
SMILES	A549 tox	ATXN viability	Nrf2 inh	MCF10A rerep	Nrf2 activator	ATXN2 expr inh	TGFb inhibitor	HepG2 viability	IL-1B inflam inh
O=C(Nc1ccc(F)cc1)c1ccccc1NS(=O)(=O)N1CCCC1	-4%	i	-14%	0%	0.2%	22%	?	-16%	23
C=Cn1cc[n+](CC(=O)c2ccc(Cl)cc2)c1	6%	i	-16%	?	-0.8%	-12%	2%	0%	-21
CC1=C(C(=O)NCc2cccc(F)c2)C2(CCCCC2)OC1=O	4%	i	?	.	-0.3%	1%	-6%	-3%	.
NC1(C#Cc2ccc3oc(=O)c(-n4cc(-c5ccsc5)nn4)cc3c2)CCCCC1	0%	i	2%	25%	17%	-24%	?	-33%	-99*
CCO[C@H]1OC(C(=O)N2CCN(Cc3ccccc3)CC2)=C[C@@H](C2CCCCC2)[C@@H]1CCCO	-7%	?	-19%	?	5.6%	?	?	-21%	-60*
COc1cc(OC)c(NC(=O)c2cc3c(=O)oc4ccc(C)cc4c3s2)cc1Cl	-8%	i	5%	.	0.0%	7%	-9%	10%	.
CCOC(=O)N1CCC(NC(=O)c2cc3ccccn3n2)CC1	-1%	i	-4%	6%	-0.1%	12%	8%	-9%	-12
COc1cc(-c2nc3n(c(=O)c2C#N)CCS3)cc(OC)c1OC	1%	i	-10%	15%	0.0%	10%	12%	-2%	1
Cc1c(NC(=O)c2cc(-c3ccccc3)nc3ccccc23)c(=O)n(-c2ccccc2)n1C	-3%	i	13%	?	0.0%	1%	-9%	-7%	-7
O=C(CC1c2cc(F)ccc2C=C(c2ccsc2)N1c1ccc(C#CCCO)cc1)c1ccco1 (stereo unspecified)	.	?	.	.	7.9%	?	.	.	-11
O=C(Nc1cccc(S(=O)(=O)N2CCOCC2)c1)c1ccc2c(=O)n3c(nc2c1)CCCCC3	?	i	21µM*	?	0.4%	?	-22%	-18%	-86*
COc1ccc(-c2cn3ccccc3n2)cc1[N+](=O)[O-]	4%	i	?	4%	8.5%	7%[11.3 µM]	-11%	-21%	-15
CC(CNC(=O)CCC(=O)N1CCOc2ccc(Cl)cc21)c1ccccc1 (stereo unspecified)	15%	?	3%	?	-0.2%	-29%	-2%	-7%	?
COC(=O)C(NC(=O)c1ccc(OC)cc1)(Nc1ncc(S(=O)(=O)c2ccc([N+](=O)[O-])cc2)s1)C(F)(F)F (stereo unspecified)	-20%	i	?	17%	20%	-19%	-4%	11%	-99*
CC(OC(=O)c1cccnc1SCc1cc(=O)n2ccccc2n1)c1ccccn1 (stereo unspecified)	1%	i	-4%	1%	17%	5%	-22%	-25%	1

# Grouped by structure, those above with a nitro group on carbon
SMILES	A549 tox	ATXN viability	Nrf2 inh	MCF10A rerep	Nrf2 activator	ATXN2 expr inh	TGFb inhibitor	HepG2 viability	IL-1B inflam inh
COc1ccc(-c2cn3ccccc3n2)cc1[N+](=O)[O-]	4%	i	?	4%	8.5%	7%[11.3 µM]	-11%	-21%	-15
COC(=O)C(NC(=O)c1ccc(OC)cc1)(Nc1ncc(S(=O)(=O)c2ccc([N+](=O)[O-])cc2)s1)C(F)(F)F (stereo unspecified)	-20%	i	?	17%	20%	-19%	-4%	11%	-99*

# (listing goes on)
SMILES	A549 tox	ATXN viability	Nrf2 inh	MCF10A rerep	Nrf2 activator	ATXN2 expr inh	TGFb inhibitor	HepG2 viability	IL-1B inflam inh
O=C(CSc1nc2c(c(=O)n1-c1ccc(F)cc1)SCC2)NCC1CCCO1 (stereo unspecified)	-11%	i	-10%	5%	-0.4%	-8%	-1%	2%	20
O=C(Cn1cncn1)N/N=C/c1cccc2ccccc12	-1%	i	-13%	15%	5.4%	-2%	0%	1%	-3
CSc1cccc(NC(=O)C2(S(=O)(=O)c3ccc(C)cc3)CC2)c1	-4%	i	11%	0%	0.2%	-5%	-16%	-15%	-9
Cc1ccc(-c2nc3ccc(Cl)cn3c2Nc2ccc3c(c2)OCCO3)s1	7%	i	4%	.	4.9%	87%[activator]	11%	-30%	.
NC(=O)c1c(NC(=O)CSc2nc3c(c(C(F)(F)F)n2)CCc2ccccc2-3)sc2c1CCCC2	-17%	i	12%	2%	0.4%	-6%	18%	-2%	15
Cc1c(C(=O)NN)nn(-c2ccc(Cl)cc2)c(=O)c1C#N	-1%	i	6%	12%	0.0%	?	-11%	-1%	23
O=C(NCCc1cn2ccccc2n1)c1ccc(Br)o1	?	i	-11%	-1%	0.3%	-23%	1%	-9%	15
COC(=O)CCCC1=CC2=CC(=O)C(C)(OC(=O)c3cccs3)C(=O)C2=CN1CCN1CCOCC1 (stereo unspecified)	-13%	i	10%	1%	-1.1%	11%	-17%	0%	16
COC(=O)[C@@]1(Cc2ccc(OC)cc2)[C@@H]2[C@@H](CC(=O)[C@H]2CC(=O)C(=O)N(C)C)CN1C(=O)c1ccccc1	16%	i	5%	?	?	?	-3%	1%	-21
CC1=Nc2cc(C(=O)N3CCCC3)ccc2Sc2ccc(C)cc21	-1%	i	-24%	-1%	3.0%	.	-11%	-25%	2
O=C(NCC1CCCO1)c1c(O)c2cccc3c2n(c1=O)CC3 (stereo unspecified)	0%	i	6%	?	2.8%	5%	6%	-5%	23
CCn1c(Sc2nc(C)nc3scc(-c4cccs4)c23)n[nH]c1=O	-4%	?	-17%	-1%	?	2%	-4%	-16%	?
Cc1ccc(C=Nc2cc([N+](=O)[O-])ccc2C)s1	-1%	i	13%	1%	3.2%	5%	4%	-5%	-6
COc1ccccc1N(CC(=O)NC1CCCCC1)S(C)(=O)=O	14%	?	11%	?	0.0%	3%	11%	3%	12
CCOCCCNC(=O)C(NC(=O)c1ccccn1)c1ccc(C)cc1 (stereo unspecified)	-1%	i	4%	3%	0.1%	-6%	-11%	3%	-8
COc1ccc(-n2nc([N+](=O)[O-])c(=NCCc3ccccc3)n2O)cc1	?	i	18%	0%	4.4%	13%	?	3%	-7
CC(C)=CCCC(C)CCO (stereo unspecified)	1%	i	-8%	13%	-0.9%	-8%	4%	-2%	0
Cc1ccc(-n2nc(C(=O)NCc3ccc(F)cc3Cl)c3c4ccccc4n(C)c3c2=O)cc1	-4%	i	-17%	.	-0.8%	-6%	10%	-2%	.
CCN(c1ccccc1)S(=O)(=O)c1ccc(NC(=O)c2ccco2)cc1	2%	i	-16%	14%	0.0%	-22%	4%	15%	-21
COc1cccc(CC2(CO)CCCN(Cc3cn(C)c4ccccc34)C2)c1 (stereo unspecified)	12%	i	3%	?	-2.6%	.	?	-44%	-12
O=C1c2ccccc2CCC12OC2c1ccc([N+](=O)[O-])cc1 (stereo unspecified)	.	i	.	.	11%	.	1%	-4%	-12
Cc1nn(-c2cc(N3CCCC3)ccc2[N+](=O)[O-])c(=O)c2ccccc12	-30%	?	-2%	?	-0.4%	-5%	-9%	-19%	16
CCOC(=O)C1C(=O)C=C(c2ccc(C)cc2)CC1c1ccc([N+](=O)[O-])cc1 (stereo unspecified)	1%	i	5%	-1%	-0.5%	-14%	-18%	3%	4
Brc1ccc(OCc2ccccc2)c(CNCC2CCCO2)c1 (stereo unspecified)	-1%	i	2%	11%	-1.1%	.	-11%	-46%	-18
O=C(COc1ccccc1Br)NC1CC1	1%	i	?	-2%	-0.6%	8%	1%	10%	17
CCOC(=O)c1c(-c2ccccc2)oc2ccc(NS(=O)(=O)c3cc(C)c(C)cc3C)cc12	1%	i	-52%	.	-0.6%	-13%	?	-32%	.
CSc1ccc(C=NNc2ccc(S(=O)(=O)Nc3ccccc3C(=O)O)cc2[N+](=O)[O-])cc1	-28%	i	-4%	?	-0.6%	-10%	13%	-21%	-3
C#CCOCCOCCOCCNc1nc(N2CCN(C(=O)[C@H](CCC(=O)O)n3cc(CN)nn3)CC2)nc(N2CCN(C(=O)[C@H](CCC(=O)O)n3cc(CN)nn3)CC2)n1	-6%	i	5%	-1%	-0.2%	10%	-5%	-11%	26
CC(C)C(=O)Nc1nnc(SCC(=O)N2c3ccccc3CC2C)s1 (stereo unspecified)	-18%	i	-27%	26%	0.1%	-4%	-8%	2%	-5
CCOc1cc2[nH]c(=S)n(C3CC3)c(=O)c2cc1OCC	-5%	i	4%	2%	3.8%	-9%	-2%	1%	29
Cc1cc(N2CCOCC2)nc2ccc(NC(=O)CCC(=O)N3CCCCC3)cc12	25%	i	19%	8%	-0.6%	29%	-3%	1%	-5
CC(C)Cc1nnc(NC(=O)c2ccncc2)s1	2%	i	18%	-4%[9.22 µM]	0.0%	2%	-10%	-9%	0
COc1ccc(N2C(=O)/C(=C/c3cccnc3)NC2=S)cc1	?	?	3%	7%	10%	9%	24%	0%	23
CCOC(=O)CC1(NC(=O)c2cc(COc3cccc(OC)c3)on2)CCCCC1	-4%	i	?	24%	2.1%	-19%	?	-4%	-22
Cc1cccc(NC(=O)C(NS(=O)(=O)c2ccc3c(c2)oc(=O)n3C)C(C)C)c1 (stereo unspecified)	0%	?	5%	.	0.4%	8%	-23%	-1%	.
O=C(Cn1cc([N+](=O)[O-])cn1)Nc1cccnc1	3%	i	-22%	-3%	-0.4%	-10%	-5%	7%	21
O=C(CSc1nc2ccc(Cl)cc2[nH]1)NC1CCCc2ccccc21 (stereo unspecified)	?	?	?	?	-0.6%	-19%	?	-37%	?
NC(=O)CSc1nnc(-c2cnccn2)n1-c1ccccc1	-5%	i	-5%	7%	0.5%	5%	-29%	-2%	5

# An unsorted share of the library; overall some 8.8% were active at least once.
